Bioassay records deposited in PubChem BioAssay by several laboratories.
NR2E3 ag-1: agonists of human nuclear receptor NR2E3; GST-NR2E3/biotin-RetCOR TR-FRET, 1536-well; AID 2300; 0.12% of 320,000 active; inhibition of corepressor binding, % at 4.78 µM;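 active means percent inhibition above the cutoff of mean plus 3 SD of all tested compounds, set per screening campaign, cut at about 20% in these data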;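 further: 0% = DMSO wells and 100% = biotin wells as full block of FRET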
Target sequence (Q9Y5X4 whole entry, looked up): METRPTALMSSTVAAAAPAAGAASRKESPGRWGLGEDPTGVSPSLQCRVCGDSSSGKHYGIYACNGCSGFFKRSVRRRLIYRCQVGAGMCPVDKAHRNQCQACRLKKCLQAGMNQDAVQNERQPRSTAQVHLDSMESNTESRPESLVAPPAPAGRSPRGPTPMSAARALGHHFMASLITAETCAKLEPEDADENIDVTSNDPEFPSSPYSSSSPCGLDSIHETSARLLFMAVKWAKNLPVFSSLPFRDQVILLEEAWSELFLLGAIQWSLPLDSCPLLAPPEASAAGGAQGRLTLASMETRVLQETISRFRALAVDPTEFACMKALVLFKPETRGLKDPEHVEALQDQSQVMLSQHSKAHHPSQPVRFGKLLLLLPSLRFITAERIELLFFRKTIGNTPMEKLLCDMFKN
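Format: 1536-well format; test system: GST-NR2E3 and biotin-RetCOR proteins; read-out basis: percent inhibition of TR-FRET ratio; timing: 5 h incubation at 4 °C; detection: time-resolved FRET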
TWEAK Fn14 block: inhibitors of TWEAK-Fn14 interaction signaling. TWEAK-stimulated Fn14 reporter cells, luciferase luminescence, 8 h. inhibition, % at 10 µM. 2% of 360,000 active; in the data active means inhibition above about 50%
Shn3 inh set2: inhibitors of Schnurri-3 3'UTR reporter in osteoblasts; Clone20 osteoblast Shn3 3'UTR firefly luciferase, 24 h; inhibition, % at 12.5 µM; 0.52% of 360,000 active; AID 588674;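 active means mean inhibition of at least 75% with every replicate also reaching 75%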;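 further: 0% = median of neutral control wells and 100% = pilot-screen positive control compound; some compounds past the cut are filed as inactive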
TRAIL sens C8: sensitizes caspase-8 expressing cells to TRAIL | 1% of 360,000 active | NB7+C8 cells + TRAIL, ATPlite viability luminescence | inhibition (viability loss, TRAIL sensitization), % at 10 µM;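 active means compounds causing at least 50% loss of cell viability in the single-dose screen, relative to plate controls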
TROY NFkB inh: inhibitors of TROY-dependent NF-kB signaling. Q293 LMP1-TROYcd NF-kB luciferase reporter, 4 h. inhibition, % at 10 µM. 0.98% of 360,000 active;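 active means compounds whose plate-normalised and pattern-corrected inhibition of the luciferase reporter signal at the single screening dose is 50% or more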
HIF-2a inh: HIF-2a inhibition; 0.72% of 360,000 active; 786-0 RCC cells HIF-2a reporter, luciferase luminescence, overnight; inhibition, % at 18.8 µM;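 active means inhibition of the luminescence signal of 40% or more relative to plate controls, in a single-dose primary screen at 18.75 µM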
KKLEB tox: counter-screen for CF NF-kB inhibitors: cytotoxicity. KKLEB CF airway cells viability, ATPlite luminescence, overnight; stronger effect = lower value; cells stimulated with P. aeruginosa culture filtrate. activity change (cytotoxicity), % at 5 µM. 0.36% of 360,000 active;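 active means corrected activity change at or below -50% at 5 µM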
Peg3 promoter: reduces Peg3 promoter-driven luciferase expression in HeLa. HeLa PEG-Prom luciferase reporter, luminescence, overnight. inhibition, % at 20 µM. 1.7% of 360,000 active;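 active means inhibition of at least 50% at 20 µM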
MITF TRPM1 inh: MITF TRPM1 promoter inhibition in SK-MEL-5 cells | SK-MEL-5 TRPM1 promoter luciferase, 24 h | inhibition, % at 12.5 µM | 0.83% of 330,000 active | AID 488899;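 active means mean inhibition across replicates of 60% or more, whatever share of single replicates reaches that level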; further: values of inactives mirror those of a sister screen read the other way
NR2E3 ag-2: human photoreceptor-specific nuclear receptor agonism. Q9Y5X4. CHO-S Gal4-NCOR/VP16-NR2E3 two-hybrid, luciferase. inhibition of corepressor binding, % at 3.98 µM. 0.35% of 360,000 active. AID 602229;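 active means inhibition above the mean of all tested compounds plus 3 SD, cut at about 70% in these data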;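 further: 0% = DMSO with NR2E3 transfected cells and 100% = cells lacking NR2E3 construct; higher means lower luciferase signal from less NR2E3 corepressor binding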
CF NFkB block: cystic fibrosis NF-kB activation inhibition; KKLEB NF-kB-GFP reporter, PAF-induced, GFP fluorescence overnight; inhibition, % at 5 µM; 0.86% of 360,000 active;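 active means at least 50% inhibition at 5 µM, scaled per plate between neutral and stimulator controls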;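 further: PAF is a Pseudomonas aeruginosa culture filtrate used as stimulus; plate controls were PAF-stimulated DMSO wells for no effect and unstimulated DMSO wells for full effect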
An asterisk follows results filed as active; . = not tested or not shown.

Below each SMILES: NR2E3 ag-1	TWEAK Fn14 block	Shn3 inh set2	TRAIL sens C8	TROY NFkB inh	HIF-2a inh	KKLEB tox	Peg3 promoter	MITF TRPM1 inh	NR2E3 ag-2	CF NFkB block
1) C=CCn1c(SCc2ccc(Cl)c(Cl)c2)nnc1C(CO)NC(=O)c1ccc(OC)cc1 (stereo unspecified)
  -1.9	35.9	2.8	-7.4	15.5	24.6	-1.0	14.9	8.3	-23.5	-3.7
2) O=C1CC(N2CCN(Cc3ccc4c(c3)OCO4)CC2)C(=O)N1Cc1ccc(N2CCCC2=O)cc1 (stereo unspecified)
  1.6	-5.1	4.5	-6.3	26.3	9.2	3.0	-1.0	9.1	8.4	13.5
3) COc1ccc2c(c1)CCC1C2=NN(/C(C)=C\C(C)=O)C1c1ccc(F)cc1 (stereo unspecified)
  2.5	-5.8	-33.8	34.0	-27.6	-116.6	-7.3	-73.9	-27.5	-33.0	-11.3
4) COCCOC(=O)N/C=C\c1nc2ccccc2c(=O)[nH]1
  -0.3	7.0	-13.6	3.9	10.7	-0.1	3.1	7.2	2.5	17.7	3.3
5) COc1ccc(C(=O)N/N=C/c2ccc(OC(=O)c3cccc4ccccc34)c([N+](=O)[O-])c2)cc1
  -1.7	31.1	16.0	37.0	-43.1	-192.3	-31.8	-27.6	4.4	-13.2	49.9
6) CN1CCN(S(=O)(=O)c2ccc(N(C)Cc3cccc(F)c3)nc2)CC1
  3.2	12.6	7.5	-10.4	10.1	-1.6	-16.9	0.2	0.5	13.5	17.2
7) COc1ccc(CCN2CC(O)=C(c3nc4ccccc4c(=O)[nH]3)C2=N)cc1OC
  0.6	13.6	16.5	-6.6	-12.2	9.7	-3.9	7.5	2.4	6.8	-19.9
8) O=C(Cc1ccc(NC(=O)C2CCN(C(=O)C3CCC3)CC2)cc1)Nc1cccc(C(=O)N2CCCCC2)c1
  .	-11.2	-0.2	13.5	-3.4	-15.6	-4.9	-8.0	1.3	-28.0	4.6
9) Cc1cc(C)c2nc(N(CCCN(C)C)C(=O)c3ccc(S(=O)(=O)N4CCCCCC4)cc3)sc2c1
  2.9	-27.3	22.3	27.8	-16.1	-26.3	-15.5	79.6*	18.7	-13.0	11.8
10) Cc1ccc(S(=O)(=O)Nc2nccs2)cc1[N+](=O)[O-]
  -0.7	8.1	-40.3	-9.0	-14.3	1.9	2.6	5.2	-0.6	-6.7	-0.8

Below each SMILES: NR2E3 ag-1	TWEAK Fn14 block	Shn3 inh set2	TRAIL sens C8	TROY NFkB inh	HIF-2a inh	KKLEB tox	Peg3 promoter	MITF TRPM1 inh	NR2E3 ag-2	CF NFkB block
11) CN(C)C(CNC(=O)c1cccs1)c1ccco1 (stereo unspecified)
  0.4	8.2	-7.7	3.8	-9.5	0.6	5.4	-13.3	5.0	-7.7	-5.7
12) Cn1c(N)c(C(=O)CSc2n[nH]c(N)n2)c(=O)n(C)c1=O
  .	-1.4	1.9	2.1	9.7	-0.9	9.0	-1.4	0.1	-6.1	-7.1
13) CCOC(=O)C1CCCN(C(=O)c2c(-c3ccccc3Cl)noc2C)C1 (stereo unspecified)
  0.6	-19.6	19.4	-21.1	-43.6	-13.5	5.2	-19.5	-4.7	-11.1	-2.4
14) CCCc1nc(N2CCCC2)c(C#N)c2c1CCCC2
  -1.6	9.2	2.6	-9.1	12.8	20.0	5.5	17.8	-9.2	-9.7	12.0
15) O=c1[nH]c(C2CCN(S(=O)(=O)c3ccc(C(F)(F)F)cc3)CC2)nc2c1nnn2Cc1ccccc1
  1.8	-5.5	20.3	9.0	-15.9	16.8	-10.8	20.9	-0.7	10.4	-11.4
16) CSc1ccc(NC(=O)Nc2cccn(Cc3ccccc3F)c2=O)cc1
  -1.1	20.4	19.6	25.3	12.6	-119.7	0.6	-112.0	-5.1	-23.9	-0.7
17) CC(NC(=O)CCCCCCN1C(=O)c2ccccc2C1=O)c1ccc2c(c1)CCCC2 (stereo unspecified)
  -0.8	27.6	7.2	17.9	27.8	20.7	-13.8	32.3	0.6	-4.9	-0.4
18) C[C@@]12C(=O)N(CC3CCCO3)CC(=O)N1[C@H]1c3cc(Cl)ccc3OC[C@@H]1[C@@H]2c1ccccc1 (stereo partly specified)
  .	-16.4	-1.7	8.2	9.4	10.6	-9.0	1.7	-8.7	-18.1	10.3
19) Cn1cc(Br)c(C(=O)NC(=S)Nc2ccc(S(N)(=O)=O)cc2)n1
  -4.8	-19.8	-0.6	-8.2	7.0	0.8	5.1	-9.2	3.1	-15.7	-6.7
20) O=C(Nc1c(Cl)cccc1Cl)c1cc(-c2ccco2)on1
  1.1	-23.9	-9.5	14.3	-20.2	-88.4	-11.7	-60.1	-17.6	-13.7	5.9

Below each SMILES: NR2E3 ag-1	TWEAK Fn14 block	Shn3 inh set2	TRAIL sens C8	TROY NFkB inh	HIF-2a inh	KKLEB tox	Peg3 promoter	MITF TRPM1 inh	NR2E3 ag-2	CF NFkB block
21) Cc1ccc(NC(=O)Cc2nnc(SCC(=O)c3ccc(Br)cc3)n2C)cc1
  -1.6	12.5	1.5	0.7	-25.7	14.7	1.4	15.8	4.9	7.6	-4.2
22) NC1=NC(=O)C(Cc2cccc(Cl)c2Cl)S1 (stereo unspecified)
  -0.8	10.7	1.3	9.3	-35.8	-10.3	-1.1	-32.2	-5.0	18.1	2.5
23) COc1cccc(C(=O)NC2=NCCS2)c1
  -0.3	48.1	-62.9	24.1	-19.6	-61.6	-0.2	-108.1	-20.5	-88.3	5.4
24) Cc1ccccc1C(=O)NC1CCN(CC(=O)NCc2ccccc2)CC1
  1.7	14.2	16.1	1.1	17.3	14.3	-1.1	-73.1	5.2	3.4	12.0
25) Cc1ccc(-c2cc3nc(NCCc4ccncc4)n(C)c(=O)c3s2)cc1
  .	-16.7	-80.3	45.9	-21.0	-255.6	-15.4	-193.4	.	-86.1	30.0
26) CC(C)OC(=O)Nc1ccc(Oc2c(F)c(F)c(F)c(F)c2F)cc1
  -2.7	12.1	7.4	-33.1	2.6	-7.4	12.3	4.1	2.7	14.4	2.8
27) Cc1ccc(NC(=O)C(C)OC(=O)c2ccc(NC(=O)CC#N)cc2)cc1S(=O)(=O)N1CCOCC1 (stereo unspecified)
  -3.2	-10.8	1.7	6.0	-2.0	2.0	-1.9	5.2	3.7	-12.4	-33.1
28) O=C(CO/N=C/c1ccccc1O)NNC(=O)c1ccccc1Cl
  -2.6	1.9	8.1	-7.6	-7.0	12.2	-2.1	-1.6	1.6	-7.4	5.7
29) Cc1ccc(S(=O)(=O)Cc2ccc(C(=O)N3CCCC3)o2)cc1
  5.5	15.6	-2.6	6.0	-4.0	3.6	-6.6	7.5	-0.1	-23.4	17.3
30) CCOC(=O)c1ccc(CNC(=O)c2n[nH]c(=O)c3ccccc23)o1
  0.9	-5.2	1.5	0.9	13.9	18.3	-0.2	3.8	5.6	-11.5	-8.8

Another view of some results above.
item | molecule | NR2E3 ag-1 | TWEAK Fn14 block | Shn3 inh set2 | TRAIL sens C8 | TROY NFkB inh | HIF-2a inh | KKLEB tox | Peg3 promoter | MITF TRPM1 inh | NR2E3 ag-2 | CF NFkB block
11 | CN(C)C(CNC(=O)c1cccs1)c1ccco1 (stereo unspecified) | 0.4 | 8.2 | -7.7 | 3.8 | -9.5 | 0.6 | 5.4 | -13.3 | 5.0 | -7.7 | -5.7
7 | COc1ccc(CCN2CC(O)=C(c3nc4ccccc4c(=O)[nH]3)C2=N)cc1OC | 0.6 | 13.6 | 16.5 | -6.6 | -12.2 | 9.7 | -3.9 | 7.5 | 2.4 | 6.8 | -19.9
17 | CC(NC(=O)CCCCCCN1C(=O)c2ccccc2C1=O)c1ccc2c(c1)CCCC2 (stereo unspecified) | -0.8 | 27.6 | 7.2 | 17.9 | 27.8 | 20.7 | -13.8 | 32.3 | 0.6 | -4.9 | -0.4
6 | CN1CCN(S(=O)(=O)c2ccc(N(C)Cc3cccc(F)c3)nc2)CC1 | 3.2 | 12.6 | 7.5 | -10.4 | 10.1 | -1.6 | -16.9 | 0.2 | 0.5 | 13.5 | 17.2

Continuation.
Below each SMILES: NR2E3 ag-1	TWEAK Fn14 block	Shn3 inh set2	TRAIL sens C8	TROY NFkB inh	HIF-2a inh	KKLEB tox	Peg3 promoter	MITF TRPM1 inh	NR2E3 ag-2	CF NFkB block
31) O=C1NC[C@H](Cc2ccc(O)cc2)N(C[C@@H]2CCCN2C[C@H](Cc2ccccc2)N2C[C@H](Cc3ccc(O)cc3)N(CCc3ccccc3)C(=O)C2=O)C1=O
  .	13.4	.	-6.8	0.5	-11.0	.	.	.	-0.8	.
32) O=S(=O)(Cc1ccccc1)N(O)c1ccccc1
  2.5	5.3	-7.8	10.2	10.8	4.7	6.7	13.0	4.6	-25.4	-13.5
33) CCn1c(SCC(=O)O)nnc1C1CCCCC1
  2.4	5.4	3.0	-18.2	-2.6	8.6	-2.8	2.4	9.4	-21.8	2.1
34) CCOP(=O)(OCC)C(Nc1cccc(C(F)(F)F)c1)c1ccc(F)cc1 (stereo unspecified)
  -0.5	-3.2	20.8	2.4	0.2	17.1	24.8	12.6	18.0	12.2	-22.7
35) Cc1nc2ccccc2n1CCCOc1ccccc1
  0.3	-15.1	1.4	21.2	-25.0	-110.5	1.0	-136.2	-35.7	-4.8	-8.1
36) COc1cccc(OCC(O)CN2CCN(CCN3C(=O)c4cccc5cccc(c45)C3=O)CC2)c1 (stereo unspecified)
  4.9	-48.7	54.2	3.8	-7.4	-31.3	8.2	-9.5	-19.6	-23.9	-48.9
37) O=C(Cn1nc(Cc2cccnc2)c2ccccc2c1=O)NCC1CCCO1 (stereo unspecified)
  1.1	-4.3	-22.1	-11.2	10.7	2.9	-8.3	19.4	4.2	-7.6	11.8
38) O=C(CC1C(=O)NCCN1CC1CCCCC1)NCCc1ccc(F)cc1 (stereo unspecified)
  3.4	-2.7	7.9	-5.0	8.5	15.0	2.0	10.5	-0.7	7.6	-22.1
39) CCOC(=O)CCCCC(=O)c1[nH]c(=O)[nH]c1Cn1ccnc1
  -13.2	2.0	-11.6	15.0	3.4	6.3	-0.7	3.2	-4.8	-3.5	6.0
40) CCOC(=O)C1CN(S(=O)(=O)c2ccc(C)cc2)c2ccccc2O1 (stereo unspecified)
  5.7	7.0	-11.2	-16.7	4.3	13.0	-3.2	17.3	9.2	6.7	11.9
41) COc1ccc(N2CCN(C(=O)c3cccc(N4C(=O)C5C6C=CC(C6)C5C4=O)c3)CC2)cc1 (stereo unspecified)
  0.2	-9.0	9.9	-10.0	15.1	3.3	8.5	12.0	3.0	9.1	0.8

Some of the compounds tested (hit frequency here may not be typical).
